PPC-1+TRAIL kill – PPC-1 cancer cell killing with TRAIL present. 220,000 compounds, 0.41% hits. PPC-1 cells + TRAIL, ATPLite viability luminescence. cell killing (% activity), % at 4 µM;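 active = cell killing above 50% in the first pass at 4 µM, then a duplicate retest at 5 µM averaging 50% or more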;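 note: plate controls were cells with TRAIL plus DMSO for no effect and medium-only wells lacking cells for full effect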
EP2 mod – modulators of human EP2 prostaglandin E2 receptor | P43116 | EP2-expressing cells, cAMP HTRF FRET, PGE2 co-stimulation | induction, % at 25 µM | 260,000 compounds, 0.83% hits | AID 940;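 active = compounds whose cAMP rise, as percent of the full-agonist control response, exceeds 60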;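 note: rat C6 glioma line stably carrying human EP2 under a CMV promoter; the protocol text gives 20 µM as final concentration; 100% = response of wells given 1 µM PGE2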
Target sequence (P43116 whole entry, looked up): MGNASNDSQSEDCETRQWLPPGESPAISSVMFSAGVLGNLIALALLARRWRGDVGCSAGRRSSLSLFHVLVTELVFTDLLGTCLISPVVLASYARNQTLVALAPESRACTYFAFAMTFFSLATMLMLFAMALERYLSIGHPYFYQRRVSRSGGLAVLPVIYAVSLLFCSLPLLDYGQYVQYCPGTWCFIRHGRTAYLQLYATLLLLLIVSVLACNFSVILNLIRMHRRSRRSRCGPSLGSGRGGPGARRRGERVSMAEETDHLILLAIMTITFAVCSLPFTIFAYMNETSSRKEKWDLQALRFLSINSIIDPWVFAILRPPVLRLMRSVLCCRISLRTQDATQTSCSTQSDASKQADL
PGE2 EP2 inh – EP2 receptor (human) inhibition; C6 glioma cells expressing human EP2, cAMP TR-FRET; cells stimulated with saturating PGE2; inhibition, % at 25 µM; 260,000 compounds, 0.52% hits; P43116;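 active = percent inhibition above 40 after rounding to a whole number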;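 note: rat C6 glioma host cells with rolipram phosphodiesterase inhibitor present; the protocol text gives 20 µM as final concentration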
CHOP inh – blocks CHOP induction under ER stress. 220,000 compounds, 3.8% hits. AID 2732. CHO-K1 CHOP-promoter luciferase, tunicamycin-induced, 15-18 h. inhibition, % at 10 µM;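 active = compounds that reduced the stress-induced luciferase reporter signal by more than about 70% of percent inhibition, limit read from the data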;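 note: 0% = tunicamycin plus vehicle and 100% = wells without tunicamycin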
14-3-3 Bad PPI – disrupts binding of bovine 14-3-3 zeta to phospho-Bad peptide | TR-FRET 14-3-3zeta/Dy647-pBad peptide displacement, 1 h | inhibition, % at 21.7 µM | 220,000 compounds, 0.71% hits;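 active = inhibition above about 70%, limit read from the data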;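 note: 0% = full 14-3-3 plus peptide FRET controls and 100% = background without 14-3-3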
Target sequence (P63103 whole entry, looked up): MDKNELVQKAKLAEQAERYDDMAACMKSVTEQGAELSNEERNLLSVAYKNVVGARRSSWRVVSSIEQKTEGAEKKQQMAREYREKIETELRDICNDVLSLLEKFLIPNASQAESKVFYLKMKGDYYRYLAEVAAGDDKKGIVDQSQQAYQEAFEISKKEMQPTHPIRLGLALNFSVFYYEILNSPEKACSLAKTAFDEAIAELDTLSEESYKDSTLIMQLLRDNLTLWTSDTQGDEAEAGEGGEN
TRPML3 agonist – activates the human TRPML3 channel. HEK293 TRPML3-YFP, Fluo-8 calcium fluorescence; 100% = the carbachol control signal. activation, % at 3 µM. 220,000 compounds, 0.29% hits;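 active = activation above its plate's cutoff, the mean activation of the plate's test wells plus 3 SD, cut at about 12% in these data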;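 note: 0% = DMSO only wells and 100% = carbachol wells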
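Material: TRPML3-YFP stable HEK293 cells | Dosing: One concentration, 3 µM nominal, 0.3% DMSO | Timing: 125 s total fluorescence read per well | Technique: Fluo-8 calcium dye fluorescence, ex 470-495, em 515-575 nm | Measure: Percent activation from peak-to-basal fluorescence ratio, scaled between DMSO and carbachol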
zfTRPN1 agonist – activates the zebrafish TRPN1 channel. HEK293 zebrafish TRPN1-YFP, Fluo-8 calcium fluorescence; 100% = response to 87 µM carbachol. activation, % at 3 µM. 220,000 compounds, 0.18% hits. AID 1424;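 active = activation above its plate's cutoff, the mean activation of test wells on that plate plus 3 SD, cut at about 19% in these data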;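 note: 0% = DMSO alone and 100% = 87 µM carbachol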
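Assay system: Zebrafish TRPN1-YFP in HEK293 cells | Incubation: Dye loading 1 h at 37 °C, then 30 min room temperature | Measured by: Kinetic Fluo-8 fluorescence, ex 470-495, em 515-575 nm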
NPY1 pot ag – human NPY-Y1 potentiation or agonism, primary screen; 220,000 compounds, 0.37% hits; activation, % at 3.6 µM; NPY-Y1 expressing cells, potentiator/agonist activation; AID 1304; P25929; in the data active = activation above about 33%, passing the limit was not always enough;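 note: cells stimulated with NPY at EC10 then isoproterenol at EC100; 0% = low agonist plus stimulus and 100% = saturating agonist plus stimulus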
Target sequence (P25929 whole entry, looked up): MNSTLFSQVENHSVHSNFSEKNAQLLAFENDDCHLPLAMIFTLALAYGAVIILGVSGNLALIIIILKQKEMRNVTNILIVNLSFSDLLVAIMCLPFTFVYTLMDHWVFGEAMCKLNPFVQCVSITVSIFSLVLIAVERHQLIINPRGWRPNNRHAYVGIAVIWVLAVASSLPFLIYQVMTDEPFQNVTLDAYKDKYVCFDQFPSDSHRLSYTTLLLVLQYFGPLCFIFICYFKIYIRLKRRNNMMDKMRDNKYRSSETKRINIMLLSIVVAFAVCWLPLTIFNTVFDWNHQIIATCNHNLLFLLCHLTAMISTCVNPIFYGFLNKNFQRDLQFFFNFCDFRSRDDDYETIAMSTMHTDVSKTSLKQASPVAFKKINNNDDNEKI
NPY-Y1 antag – NPY-Y1 (human) receptor antagonism; HEK293-CNG Y1 cells, membrane potential fluorescence; NPY at EC95, then isoproterenol; 200,000 compounds, 1% hits; inhibition, % at 3.6 µM; AID 1040; P25929;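 active = inhibition above the campaign mean inhibition of all tested compounds plus 3 SD, cut at about 20% in these data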;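 note: 0% = DMSO wells given NPY plus isoproterenol and 100% = isoproterenol alone without NPY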
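Assay system: HEK293 cells with Y1 receptor plus CNG channel | Probe or stimulus: NPY (25 nM), isoproterenol (1 µM), Ro 20-1724 (25 µM) | Timing: Compound incubation 1 h at room temperature, readout 45 min post-stimulation | Measured by: Membrane-potential fluorescent dye readout | Benchmarks: High control isoproterenol alone, low control NPY with isoproterenol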
* marks the source's active call; other numbers are inactive results; · = no result given; & = joins results of further samples; [ ] = remark or other dose. These rows are one share of the data. The share of hits here may be higher or lower than overall.

cpd	smiles	PPC-1+TRAIL kill	EP2 mod	PGE2 EP2 inh	CHOP inh	14-3-3 Bad PPI	TRPML3 agonist	zfTRPN1 agonist	NPY1 pot ag	NPY-Y1 antag
1	O=C(CN1C(=O)NC2(CCCCCC2)C1=O)NCc1cccs1	21	2	8	25	11	0.9	2.1	15	-1
2	Cc1ccc(OCc2nnc(SCC(=O)c3ccccc3)n2-c2ccccc2)cc1	0	32	1	0	-9	0.5	0.4	-33	-2
3	Cc1cc(C)c(C(N)=O)c(Nc2ccc3c(c2)OCCO3)n1	5	2	12	2	-8	0.4	0.4	-22	3
4	CCCOc1ccc(C(=O)CCC(=O)OCC(=O)Nc2ccc(OCC)cc2)cc1	20	23	1	48	-7	-0.8	0.5	15	·
5	CC(C)=CCC/C(C)=C/C(N)=O	-6	-28	8	8	0	0.6	-1.1	-8	·
6	COc1ccc(OC)c(C(C)NC(=O)Nc2ccccc2)c1 (configuration not stated)	-25	-28	7	4	-24	-0.5	-1.2	-10	1
7	CCn1c(CNC(=O)COC)nc2ccccc21	2	9	6	33	7	-0.4	0.7	-3	1
8	CNC(=O)COC(=O)c1ccc(NC(=O)CC#N)cc1	33	3	4	-13	-6	0.0	-0.2	0	1
9	CC1(C)CC(=O)C2=C(C1)N(Cc1ccco1)C(=O)C2(NC(=O)c1cccnc1)C(F)(F)F (configuration not stated)	-10	15	2	15	7	0.8	1.0	33	1
10	Cc1ccc(N2C(=O)CC(Sc3ncccc3C(=O)O)C2=O)cc1 (configuration not stated)	-33	9	6	4	-4	1.4	-0.5	4	-1
11	CC(C)C(=O)Nc1nnc(SCc2cccc(F)c2)s1	-2	-4	5	-30	-14	0.6	3.0	-7	-1
12	CN(Cc1ccon1)Cc1cn(C)nc1-c1ccc2c(c1)OCCO2	6	-17	5	3	-4	1.0	0.9	2	-3
13	COc1cc(C(=O)OCc2ccc(C)cc2)cc(NC(=O)c2cccs2)c1OC	6	8	5	-2	6[fluorescence artefact?]	0.6	0.8	-9	-6
14	O=C(CSCc1cccc(Cl)c1)N/N=C/c1ccc(OCC(=O)N2CCCCC2)cc1	-14	14	3	24	1	0.1	3.0	0	-4
15	CN(C)S(=O)(=O)c1ccc(NC=O)cc1	6	1	2	-5	5	1.1	1.1	-6	-1
16	Cc1cc(C)n(CCNC(=O)CC2C(=O)NCCN2Cc2ccccc2C(F)(F)F)n1 (configuration not stated)	-4	27	2	29	-5	1.0	-0.4	-4	0
17	CC(=O)Nc1nc(C)c(Oc2ccc(Cl)cc2Cl)c(=O)[nH]1	13	2	0	-13	5[fluorescence artefact?]	0.1	0.0	16	6
18	COc1ccc2c(c1)C(c1ccc(C)o1)=NNC(c1cccnc1)=N2	2	-41&-10	13&9	3	-21	0.7	0.0	-6	0
19	COc1ccc(NC(=O)CCc2nc(-c3ccc(C)cc3)no2)cc1Cl	2	4	18	68	-4	-0.8	-1.2	-30	9
20	Cc1ccc2[nH]c(-c3ccccc3)c(CN3CCOCC3)c(=O)c2c1	-9	-20	7	9	3[fluorescence artefact?]	-0.9	-1.2	1	6
21	COC(=O)c1c(C)nsc1NC(=O)Oc1ccccc1	6	5	5	7	-2	1.2	1.1	3	2
22	FC(F)(F)c1cccc(Cc2noc(CN3CCCCC3c3ccccn3)n2)c1 (configuration not stated)	6	3	4	74*	-8	0.1	-2.6	10	9
23	COc1ccc(NC(=O)C23CC4CC(C2)CC(c2ccc(C)cc2)(C4)C3)cc1	9	-20	5	32	8	0.5	-0.7	-1	-4
24	Cc1cc(C)cc(N/C(N)=N/c2nc(C)cc(C)n2)c1	20	-39	13	17	-7	2.4	2.7	-9	14
25	CCOC(=O)C1C(=O)OC2(CCCC2)C1C(=O)OCC (configuration not stated)	13[5 µM]	25	5	-8	-15	0.1	0.1	-12	-4
26	CCCCn1c(N)c(-c2nc3ccccc3s2)c2c([N+](=O)[O-])nn(CC)c(=O)c21	-18	-21	10	-8	9	0.5	-1.1	-17	-1
27	CC(/C=C/c1ccco1)=N\NC(=O)c1cc(C)[nH]n1	5	8	9	-7	9[fluorescence artefact?]	1.0	2.1	1	2
28	Cc1ccc(-c2noc(CSc3nnc(-c4cccs4)n3C)n2)cc1	11	-22	8	-9	2	0.5	0.6	-30	15
29	Cc1nn(-c2ccc(F)cc2)c(Cl)c1/C=C/C(=O)N1CCNC(=O)C1	6	-24	7	12	-1	0.3	1.1	-10	-3
30	O=C(COc1ccc2ccc(=O)oc2c1)OCc1ccccc1	6	-8	6	-2	-1	1.0	-0.3	-12	-4
31	COc1ccc2[nH]c3nc(SCc4nnc(-c5ccc(C)cc5)o4)nnc3c2c1	9	-46	12	20	66	0.5	0.6	11	1
32	Cc1ccc2nc(SCc3nc4ccccc4c(=O)[nH]3)[nH]c2c1	18	-39	4	3	-12	0.0	-0.4	-10	11
33	CCOC(=O)/C(C#N)=C1/C=CN(C)C(C)=N1	-2	25	8	5	23[fluorescence artefact?]	0.8	0.9	-7	-1
34	Cn1c(N)c(C(=O)COC(=O)C2(c3cccc(F)c3)CCCC2)c(=O)n(C)c1=O	8	-1	6	65	3	0.6	1.1	14	-2
35	Cc1ccc(NCc2nnc3n2CCCCC3)c(C)c1	-15	36	6	12	-5	0.7	0.2	6	-4
36	CC1=CC(C)C2(CO)COC(c3ccccc3O)C1C2C (configuration not stated)	39	-9	3	26	-9	0.5	0.6	33	-1
37	COc1ccc(NC(=O)c2ccc(COCC(F)(F)F)cc2)cc1OC	11	-19	8	4	18	0.4	0.5	14	2
38	COCCOC(=O)C1=C(C)NC2=C(C(=O)CC(C)(C)C2)C1c1cccnc1 (configuration not stated)	-2	23	-1	23	1[fluorescence artefact?]	0.3	1.4	-6	-5
39	COc1ccccc1Oc1ccc2c(c1)C(=O)N(c1ccccc1)C2=O	1	1	14	33	4[fluorescence artefact?]	1.1	1.1	-12	-3
40	Cc1nn(C)c(Cl)c1CN1CCN(CCC(C)C)C(CCO)C1 (configuration not stated)	-5	26	16	16	1	0.3	1.8	0	·
41	Cc1ccc(CN2C(=O)N/C(=C/c3ccc(-c4ccc(C(=O)O)cc4)o3)C2=O)cc1	5	-9	9	8	20	0.5	-0.3	3	·
42	CC(C)Oc1ccc(CN=C(N)N=C(N)N)cc1Cl	31	-14	11	17	1	0.8	0.1	-20	9
43	Cc1noc(C)c1C(=O)OCC(=O)c1ccc[nH]1	15	12	6	-17	-15[fluorescence artefact?]	0.5	0.8	5	-3
44	CCN1CCN(CC(=O)Nc2cc(C)c(C)cc2[N+](=O)[O-])CC1	31	-6	8	6	-5	0.4	-0.3	21	5
45	Cc1cc(=O)[nH]c2cc(O)ccc12	26	15	17	26	6	0.9	0.7	14	0
46	OCCCNC(=S)NC1CCCC1	12	8	2	8	-17	0.2	1.1	5	2
47	COc1ccc(N2CCN(C(=O)CSc3nnc(-c4cc5ccccc5cc4O)n3C)CC2)cc1	6	-22&-53	5&5	34	-19	1.5	5.9	86*	0
48	CCCOc1c(Br)cc(/C=N/O)cc1OC	31	9	9	61	-7	0.3	-0.9	-11	3
49	CCc1ccc(OCCCC(=O)NCc2ccccc2)cc1	15	-34	7	3	-13[fluorescence artefact?]	-0.6	-1.4	-18	7
50	CCCC(=O)NNC(=O)CCC(=O)Nc1ccccc1Cl	-4	6	2	-17	2	0.3	-2.8	9	1
51	O=C(Nc1cccc(Cl)c1N1CCCCC1)c1ccc2c(c1)OCCO2	8	74*	5	60	2	0.4	0.1	-15	-1
52	Cc1cc(C)cc(NC(=O)c2ccc(CNc3c(N4CCCC4)c(=O)c3=O)cc2)c1	4	-4	1	17	1	0.3	0.8	4	·
53	Cn1c(O)c(C=NC(CC(N)=O)C(=O)O)c(=O)n(C)c1=O (configuration not stated)	-3	25	14	26	-10	0.9	-0.2	9	-3
54	O=S(=O)(c1ccc(Oc2ccc(Br)cc2F)nc1)N1CCCCC1	·	-18	4	56	-7	-0.5	0.5	13	-4
55	CCN(CC)S(=O)(=O)c1ccc2c(c1)N(CC(=O)NCc1ccccn1)C(=O)CO2	29	-2	6	-10	1	1.4	1.8	-1	·
56	CC(=O)NCCCC(=O)NN1C(=S)N(Cc2ccccc2)C(=O)C1CC(=O)Nc1cccc(C)c1 (configuration not stated)	-12	25	3	-8	-16	0.7	-0.2	12	-5
57	Cc1c(Cl)cccc1-n1ccnc1SCC(=O)O	17	-13	6	-6	-6[fluorescence artefact?]	0.7	1.6	-12	-2
58	Cc1ccc(-c2nnc(N3CCN(C(=O)c4ccco4)CC3)c3ccccc23)cc1	2	2	32	50	6	-0.8	-1.9	-9	6
59	O=c1c2ccccc2nc(CSc2nnnn2-c2ccccc2)n1-c1ccccc1Cl	26	-3	·	71*	42[fluorescence artefact?]	0.8	-1.3	-2	1
60	Cc1cccc(-n2c(-c3csc(C)c3C)n[nH]c2=S)c1	-9	19	8	9	-11	-1.4	-2.0	11	7

(list continues)
cpd	smiles	PPC-1+TRAIL kill	EP2 mod	PGE2 EP2 inh	CHOP inh	14-3-3 Bad PPI	TRPML3 agonist	zfTRPN1 agonist	NPY1 pot ag	NPY-Y1 antag
61	Cc1ccc(C)c(NC(=S)NC(NC(=O)Cc2ccccc2)C(Cl)(Cl)Cl)c1 (configuration not stated)	2	-13	21	103*	20	0.6	-0.7	-46	9
62	CCc1ccc(-c2nc(NC(=S)NC(=O)c3cccs3)sc2C)cc1	5	16	5	-26	-1[fluorescence artefact?]	0.2	-0.1	-11	2
63	Cc1cc(C(=O)Cn2nc(C(=O)O)c3ccccc3c2=O)c(C)n1-c1ccccc1	48	24	13	-32	-5	0.0	-0.4	-12	9
64	CC(C)CN(CC(C)C)C(=O)Nc1cccc([N+](=O)[O-])c1	-5	5	8	6	-12	0.5	0.2	5	3
65	Cc1ccc(S(=O)(=O)NCCNc2ccc([N+](=O)[O-])cc2C(F)(F)F)cc1	-30	-1	9	65	10	-0.6	-0.7	7	-13
66	COc1ccc(-c2nnc(SCC#N)o2)cc1	10	28	8	0	-8	0.7	-0.7	4	-3
67	C=CCOc1ccc(/C=C2\SC(=S)N(C(C(=O)O)c3ccccc3)C2=O)cc1 (configuration not stated)	-10	60	-1	90*	26	1.2	1.6	-34	·
68	O=[N+]([O-])c1ccc(C2Nc3cccc4cccc(c34)N2)cc1	1	21	4	57	1	0.5	0.7	6	-8
69	COc1cc(C(=O)Oc2ccccc2/C=N/NC(=O)c2ccc(C)c(Cl)c2)cc(OC)c1OC	52*	-4	7	-14	-5	0.6	-0.1	-14	-4
